Assay outcomes: PubChem BioAssay, Sanford-Burnham Center for Chemical Genomics
APJ agonist: agonists of human apelin receptor APJ, primary screen, CHO-K1 cells, PathHunter beta-arrestin, luminescence. activation, % at 20 µM. P35414. 0% DMSO wells, 100% apelin. 330,000 compounds, 0.11% hits;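 active = activation more than six SD over the plate average, tested at 20 µM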;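 note: 0% = DMSO alone and 100% = apelin-13 at 10 nM; some results filed as inactive read as strong as hits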
Target sequence (P35414 whole entry, looked up): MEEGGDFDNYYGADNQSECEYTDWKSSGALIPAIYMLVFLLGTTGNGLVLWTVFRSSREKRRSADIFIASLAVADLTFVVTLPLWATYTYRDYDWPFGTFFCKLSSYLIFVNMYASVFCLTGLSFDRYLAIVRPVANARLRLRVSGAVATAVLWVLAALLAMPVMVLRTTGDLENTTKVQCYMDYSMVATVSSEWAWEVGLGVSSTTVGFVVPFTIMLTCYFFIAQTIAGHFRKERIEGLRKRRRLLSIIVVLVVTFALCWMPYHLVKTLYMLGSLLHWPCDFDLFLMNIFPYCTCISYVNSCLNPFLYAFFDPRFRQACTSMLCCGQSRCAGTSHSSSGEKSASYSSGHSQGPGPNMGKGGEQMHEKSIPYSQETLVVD
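Test system: CHO-K1 APJ beta-arrestin complementation cell line. Amount: cell density 1000 per well. Controls: DMSO negative, 10 nM Apelin-13 positive. Signal: luminescent beta-gal fragment complementation, chemiluminescent substrate. Read-out basis: agonist-driven arrestin binding to APJ. Timing: compound stimulation 90 min at 25 °C, detection 60 min.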
EBI2 antag: EBI2 receptor antagonists, beta-arrestin recruitment, primary screen, cell-based, luminescence, 7a,25-OHC stimulation, uHTS | 360,000 compounds, 0.81% hits | inhibition, % at 5 µM | 7a,25-OHC stimulated; in the data active = inhibition above about 38%;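 note: enzyme fragment complementation signal reports receptor beta-arrestin coupling in cells; 0% = agonist plus DMSO wells and 100% = wells without agonist; some results beyond the cut were filed as inactive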
CCR6 antag: CCR6 receptor antagonists, primary screen, cell-based, CHO-K1, luminescence, beta-arrestin, uHTS; CHO-K1 CCR6 PathHunter beta-arrestin, CCL20-stimulated; 340,000 compounds, 0.49% hits; C-C chemokine receptor type 6 (Homo sapiens), P51684; inhibition, % at 20 µM;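 active = compounds whose inhibition of the agonist-driven luminescence signal at 20 µM reaches about 50%, limit read from the data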;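 note: cells stimulated with CCL20 at 14 nM final; plate controls were DMSO with CCL20 for no effect and DMSO without agonist for full effect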
tim23-1 inh: growth inhibitors of tim23-1 mutant yeast, primary screen, luminescence, uHTS | S. cerevisiae tim23-1 growth, BacTiter-Glo luminescence, 24 h | inhibition, % at 20 µM | 330,000 compounds, 1.3% hits;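 active = growth inhibition of the mutant yeast at or above 50%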;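 note: temperature-sensitive mutant grown at 25 °C; plate controls were DMSO-treated mutant yeast for no effect and medium wells lacking yeast for full effect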
CHOP UPR activ: activators of apoptotic CHOP UPR arm, primary screen, cell-based, CHO-CHOP luciferase reporter, luminescence, uHTS. AID 449763, 2010. UPR activation; percent of tunicamycin response over DMSO baseline. activation, % at 10 µM. 330,000 compounds, 0.34% hits;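 active = at 10 µM dose, activation of 40% or more, normalized to positive control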;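 note: 100% = tunicamycin at 10 µg/mL and 0% = DMSO alone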
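System: CHO CHOP reporter cells. Amount: 500 cells per well. Buffer or medium: F12 medium, 10% FBS. Compound dosing: one dose, 10 µM in 0.5% DMSO. Incubation: 6 h compound exposure at 37 °C after overnight seeding. Technique: Steady-Glo luciferase luminescence. Benchmarks: tunicamycin and DMSO controls.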
CXCR6 block: CXCR6 receptor inhibitors, primary screen, cell-based, beta-arrestin, luminescence, CHO-K1 PathHunter, 1536-well | inhibition, % at 20 µM | C-X-C chemokine receptor type 6 (Homo sapiens), O00574 | 360,000 compounds, 0.36% hits | AID 602244, 2012; in the data active = inhibition above about 34%, passing the limit was not always enough;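 note: antagonist mode with CXCL16 agonist at 10 nM final; 0% = 10 nM CXCL16 with DMSO and 100% = unstimulated wells without agonist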
Target sequence (O00574 whole entry, looked up): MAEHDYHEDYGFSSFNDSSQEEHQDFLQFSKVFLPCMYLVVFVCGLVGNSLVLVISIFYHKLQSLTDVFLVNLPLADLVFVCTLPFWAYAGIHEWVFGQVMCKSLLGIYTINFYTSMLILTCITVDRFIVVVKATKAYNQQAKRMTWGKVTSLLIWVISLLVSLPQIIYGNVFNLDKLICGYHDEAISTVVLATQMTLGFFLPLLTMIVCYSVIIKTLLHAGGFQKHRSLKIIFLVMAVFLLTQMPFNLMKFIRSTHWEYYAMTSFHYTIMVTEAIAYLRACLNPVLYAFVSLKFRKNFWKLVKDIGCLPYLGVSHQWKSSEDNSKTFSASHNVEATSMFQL
Mdm2 MdmX PPI: inhibitors of human Mdm2-MdmX association, primary screen, cell-based, luminescence, split luciferase, SaOS-2, uHTS; Protein Mdm4 (Homo sapiens) + E3 ubiquitin-protein ligase Mdm2 (Homo sapiens), …; SaOS-2 split-luciferase Mdm2/MdmX complementation; 330,000 compounds, 3% hits; inhibition, % at 8 µM;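 active = inhibition of at least 50% at 8 µM in the primary screen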
APJ antag: antagonists of human apelin receptor APJ, primary screen, CHO-K1 cells, beta-arrestin complementation, luminescence | inhibition, % at 20 µM | 330,000 compounds, 0.32% hits | AID 2521, 2010;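 active = inhibition above about 40% at 20 µM, limit read from the data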;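 note: cells challenged with 10 nM apelin-13 agonist together with compound; plate controls were apelin-13 plus DMSO wells for no effect and DMSO wells lacking apelin-13 for full effect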
XBP1 UPR activ: activators of adaptive XBP1 UPR arm, primary screen, cell-based, CHO-XBP1 luciferase reporter, luminescence, uHTS; activation, % at 20 µM; IRE1-XBP1 UPR activation; percent of tunicamycin response, DMSO as zero; 330,000 compounds, 0.33% hits;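 active = versus positive control, 20 µM dose yields 30% or more activation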;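 note: 100% = tunicamycin at 10 µg/mL and 0% = DMSO only wells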
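Material: CHO cell line with stable XBP1 luciferase reporter; buffer or medium: F12 medium containing 10% fetal bovine serum; compound: single point, 20 µM final compound, 1% DMSO; incubation: 6 h treatment, 37 °C; measured by: glow luminescence from Steady-Glo reagent; evaluation: activation, % of tunicamycin; control set: tunicamycin high, DMSO low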
Numbers without * were called inactive; nt = no result given.

Structure,Mdm2 MdmX PPI,tim23-1 inh,CHOP UPR activ,CXCR6 block,APJ agonist,EBI2 antag,XBP1 UPR activ,APJ antag,CCR6 antag
C=CCN1C(=O)/C(=C/c2ccc(O)cc2)S/C1=N/c1nccs1,40,42,-0.2,14,-5,15,4,-5,26
CCCN(CC(=O)Nc1ccccc1C)C(=O)c1ccc(NC2CC2)c([N+](=O)[O-])c1,5,12,0.2,7,4,2,-4,10,11
Cc1ccc(S(=O)(=O)NC(=O)c2cccc(N(C)C)c2)cc1,-1,-4,-0.9,-5,0,6,-1,1,1
COC(=O)C(Cc1c[nH]c2ccccc12)N1CCS(=O)(=O)CC1 (stereo unspecified),-16,-6,1.3,-18,-3,-2,2,-19,-3
COc1ccc(NC(=O)CCl)cn1,-15,16,-2.1,nt,-1,nt,-1,-21,nt
O=C(N/N=C/c1ccc2c(c1)OCO2)c1cc(-c2ccccc2Cl)nc2ccccc12,20,14,0.3,1,-2,-7,3,1,1
C/C(=N\NC(=O)C1COc2ccccc2O1)c1cc2ccccc2o1 (stereo unspecified),-11,0,-0.7,2,0,3,-1,-12,7
COCCNC(=O)C1CCC(CNS(=O)(=O)c2ccc(F)cc2)CC1 (stereo unspecified),12,-4,-0.6,9,-3,3,0,3,0
COc1ccc(C(C(=O)NC2CCCC2)N(Cc2ccc(C)cc2)C(=O)c2ccn[nH]2)cc1OC (stereo unspecified),8,15,-1.4,2,1,-1,-3,1,15
O=C(Nc1ccc(Oc2ncccn2)cc1)c1ccco1,8,8,2.6,0,-6,-3,1,4,9
Cc1cccc(CN2CCC(CNC(=O)Nc3ccc(F)c(Cl)c3)CC2)c1,52*,25,-1.0,-10,-2,4,-2,12,12
CN(CC(=O)Nc1ccc(N2CCOCC2)cc1)C(=O)CSc1ccc(F)cc1,20,-10,1.8,7,5,2,-2,-48,5
COc1ccc2cc(S(=O)(=O)c3ccccc3)c(=O)oc2c1,1,-4,1.3,-8,-3,-2,-4,-21,-12
CCC(=O)Nc1ccc(C(=O)Nc2ccc(OC)cc2[N+](=O)[O-])cc1,11,-15,1.0,2,1,-4,0,-5,-13
CSc1ccc(NC(=O)Nc2ccccc2C(N)=O)cc1,-12,12,3.1,4,-3,3,-1,-13,-3
O=C(Cc1ccc(F)cc1)NC1CCSC1=O (stereo unspecified),27,1,41*,0,-1,-11,2,-39,-14
Cc1ccc(C)c(OCC(=O)NCC2COc3ccccc3O2)c1 (stereo unspecified),18,29,-1.5,1,-2,2,-1,12,12
COc1ccccc1-c1nc2c3ccccc3nc(=S)n2[nH]1,-20,1,2.5,1,-2,-5,0,11,20
Cc1cc(C(F)(F)F)nc(SCC(=O)NC2CCCCC2)n1,26,13,-2.5,0,-1,4,-4,-5,-3
COc1ccc(Nc2nc3cc(C)ccc3cc2C#N)cc1,16,18,3.0,0,4,-1,-3,-15,11
O=C(COC(=O)c1ccccc1Nc1ccccc1)NCc1ccco1,-7,13,1.3,-4,-6,-1,2,-6,23
O=S(=O)(Cc1ccccc1)N1CCN(Cc2ccc(Br)cc2)CC1,23,-5,0.7,4,0,8,-5,-6,1
CCN1CCCC1CN(Cc1cc2ccc(C)cc2[nH]c1=O)C(=S)Nc1cccc(OC)c1 (stereo unspecified),40,25,0.6,9,-3,-7,-2,15,44
COc1ccc(OC)c(C(C(=O)NC2CCCCC2)N(C(=O)c2ccccn2)c2cccnc2)c1 (stereo unspecified),14,5,1.2,-2,0,-12,-3,9,9
COc1ccc(NC(=O)c2cc(-c3ccc(OC)c(OC)c3)on2)cc1OC,12,-2,7.5,7,3,-2,-2,23,6

(more compounds)
Structure,Mdm2 MdmX PPI,tim23-1 inh,CHOP UPR activ,CXCR6 block,APJ agonist,EBI2 antag,XBP1 UPR activ,APJ antag,CCR6 antag
CC(C)(C)OC(=O)CNC(=O)c1[nH]cnc1C(=O)N[C@@H](CCCCN)C(=O)OC(C)(C)C,1,-2,-0.9,nt,-4,nt,2,6,9
CCCc1c(C(=O)N/N=C(\C)CCc2ccccc2)nnn1-c1nonc1N,-7,14,-0.3,1,11,-2,-3,-21,17
COCCNC(=O)c1ccc(CN2CCOCC2)cc1,26,18,-0.1,-9,-3,0,-1,9,-14
O=C(CN1C(=O)NC2(CCCCC2)C1=O)NC1CCCc2ccccc21 (stereo unspecified),23,7,3.3,-4,3,-4,0,13,-2
Nc1nc(N)c(N=Nc2ccc(SCC(=O)O)cc2)c(=O)[nH]1,-3,-8,-0.8,6,-3,-11,-1,-19,2
Clc1ccccc1-c1nnc(-c2cccnc2)o1,-18,12,6.1,6,-1,8,1,-1,17
CC(C)CN1C(=O)NC(NS(=O)(=O)c2ccc(N)cc2)(C(F)(F)F)C1=O (stereo unspecified),-36,27,-0.7,1,2,5,-1,-6,-2
CCCOc1ccc(-c2nc(C#N)c(N3CCN(CC)CC3)o2)cc1,12,38,0.5,9,-2,-11,-3,-20,9
Cc1ccc(C)c(NC(=O)CN(C)C(=O)c2ccc(-c3cccc(C(F)(F)F)c3)o2)c1,26,27,1.0,5,1,-2,-3,13,2
CCOC(=O)c1cc(-c2ccc(N)cc2)sc1N,-73,34,5.0,4,-3,3,5,1,1
Cc1ccc(S(=O)(=O)N(C)C)cc1NC(=O)Nc1ccccc1F,13,6,-0.7,-7,-1,4,1,20,3
CC1CCCCN1Cc1nc2c(c(=O)n(C)c(=O)n2C)n1CCCc1ccccc1 (stereo unspecified),18,24,0.4,6,-2,1,-1,-4,12
CCN(CC)C(=O)C(=O)N/N=C/c1ccc(F)cc1,6,9,-0.3,-4,0,-11,-2,6,3
CC(=O)/C(=N\Nc1ccccc1)Oc1ccc(Br)cc1,14,35,-0.7,2,1,10,2,12,15
CC1(C)Cc2nc3n[nH]c(N)c3cc2CO1,10,5,-1.5,-1,1,-6,0,0,1
COc1cccc(NC(=O)NCc2c(-c3ccccc3)noc2C)c1,8,16,0.0,-10,-5,-8,0,15,0
O=C(O)c1ccc(CNCc2ccc(Cl)cc2Cl)cc1,10,-14,0.2,2,-3,0,-2,-14,14
Cc1cc(C)n(C(=O)CCN2C(=O)c3ccccc3C2=O)n1,4,5,-0.7,-5,1,-1,-4,9,-15
Cc1ccc(C)c(NC(=O)CN(C)C(=O)c2ccccc2OCc2ccc(Cl)cc2)c1,34,26,2.2,2,3,9,-2,18,23
CC(Cc1ccccc1)NC(=O)c1cc2ccccc2o1 (stereo unspecified),-30,51*,7.0,5,-1,-2,6,0,7
COc1ccc(NS(=O)(=O)c2cc(NC(=O)[C@H](C)NC(N)=O)ccc2N2CCCC2)cc1,12,-6,0.8,-3,1,-16,-2,-6,-2
COc1ccc(CCNC(=O)CN2C(=O)COc3ccc(S(=O)(=O)N4CCCC4)cc32)c(OC)c1,-26,2,0.8,3,2,-5,-5,4,0
NC(N)=NS(=O)(=O)c1ccc(NC(=S)Nc2ccc(F)cc2)cc1,30,8,-3.5,16,-4,7,-5,-6,4
COC(=O)c1ccc(C(=O)OC)c(NC(=S)N2CCN(C)CC2)c1,-4,-5,-1.9,0,-2,-6,-1,5,3
COc1cccc(-c2cc(C(=O)Nc3ccc4c(c3)OCO4)no2)c1,16,-17,4.0,-6,-5,3,2,-16,5

5 of the compounds above, with values under each structure:
Every second line gives: Mdm2 MdmX PPI	tim23-1 inh	CHOP UPR activ	CXCR6 block	APJ agonist	EBI2 antag	XBP1 UPR activ	APJ antag	CCR6 antag
> Clc1ccccc1-c1nnc(-c2cccnc2)o1
→ -18	12	6.1	6	-1	8	1	-1	17
> CC(C)CN1C(=O)NC(NS(=O)(=O)c2ccc(N)cc2)(C(F)(F)F)C1=O (stereo unspecified)
→ -36	27	-0.7	1	2	5	-1	-6	-2
> CCCOc1ccc(-c2nc(C#N)c(N3CCN(CC)CC3)o2)cc1
→ 12	38	0.5	9	-2	-11	-3	-20	9
> Cc1ccc(C)c(NC(=O)CN(C)C(=O)c2ccc(-c3cccc(C(F)(F)F)c3)o2)c1
→ 26	27	1.0	5	1	-2	-3	13	2
> CCOC(=O)c1cc(-c2ccc(N)cc2)sc1N
→ -73	34	5.0	4	-3	3	5	1	1

The list goes on.
Structure,Mdm2 MdmX PPI,tim23-1 inh,CHOP UPR activ,CXCR6 block,APJ agonist,EBI2 antag,XBP1 UPR activ,APJ antag,CCR6 antag
CCOc1cccc(OCCn2cnc3ccccc3c2=O)c1,-19,-13,6.9,-6,-4,3,1,2,9
CCN1C(=O)[C@H]2[C@@H](c3ccc(-c4cccc(Cl)c4)c(OC)c3)N3CCC[C@@]3(C(=O)OC)[C@H]2C1=O,-12,22,-1.1,1,-2,6,-3,4,10
CC1(C)NC(=O)N(CCOc2cccc(Cl)c2Cl)C1=O,12,29,-0.3,-4,1,4,2,16,7
O=S(=O)(Cc1ccccc1)N1CCN(C/C=C/c2ccccc2)CC1,-14,20,-0.8,3,-2,10,-2,28,4

Part of the list above, as labelled records.
> CCOc1cccc(OCCn2cnc3ccccc3c2=O)c1
- Mdm2 MdmX PPI = -19
- tim23-1 inh = -13
- CHOP UPR activ = 6.9
- CXCR6 block = -6
- APJ agonist = -4
- EBI2 antag = 3
- XBP1 UPR activ = 1
- APJ antag = 2
- CCR6 antag = 9
> CCN1C(=O)[C@H]2[C@@H](c3ccc(-c4cccc(Cl)c4)c(OC)c3)N3CCC[C@@]3(C(=O)OC)[C@H]2C1=O
- Mdm2 MdmX PPI = -12
- tim23-1 inh = 22
- CHOP UPR activ = -1.1
- CXCR6 block = 1
- APJ agonist = -2
- EBI2 antag = 6
- XBP1 UPR activ = -3
- APJ antag = 4
- CCR6 antag = 10
> CC1(C)NC(=O)N(CCOc2cccc(Cl)c2Cl)C1=O
- Mdm2 MdmX PPI = 12
- tim23-1 inh = 29
- CHOP UPR activ = -0.3
- CXCR6 block = -4
- APJ agonist = 1
- EBI2 antag = 4
- XBP1 UPR activ = 2
- APJ antag = 16
- CCR6 antag = 7

These rows are one share of the data (hit frequency here may not be typical).
